PPC-1+TRAIL kill – PPC-1 cancer cell killing with TRAIL present; PPC-1 cells + TRAIL, ATPLite viability luminescence; cell killing (% activity), % at 4 µM; 220,000 compounds, 0.41% hits;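 active means cell killing above 50% in the first pass at 4 µM, then a duplicate retest at 5 µM averaging 50% or more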;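 further: plate controls were cells with TRAIL plus DMSO for no effect and medium-only wells lacking cells for full effect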
Furin inhibitor – human furin inhibition | P09958 | purified furin, fluorogenic substrate cleavage | inhibition, % at 30 µM | 220,000 compounds, 0.061% hits; in the data active means inhibition above about 25%; further: inactives centre near -15
Target sequence (P09958 108-714 limits assumed): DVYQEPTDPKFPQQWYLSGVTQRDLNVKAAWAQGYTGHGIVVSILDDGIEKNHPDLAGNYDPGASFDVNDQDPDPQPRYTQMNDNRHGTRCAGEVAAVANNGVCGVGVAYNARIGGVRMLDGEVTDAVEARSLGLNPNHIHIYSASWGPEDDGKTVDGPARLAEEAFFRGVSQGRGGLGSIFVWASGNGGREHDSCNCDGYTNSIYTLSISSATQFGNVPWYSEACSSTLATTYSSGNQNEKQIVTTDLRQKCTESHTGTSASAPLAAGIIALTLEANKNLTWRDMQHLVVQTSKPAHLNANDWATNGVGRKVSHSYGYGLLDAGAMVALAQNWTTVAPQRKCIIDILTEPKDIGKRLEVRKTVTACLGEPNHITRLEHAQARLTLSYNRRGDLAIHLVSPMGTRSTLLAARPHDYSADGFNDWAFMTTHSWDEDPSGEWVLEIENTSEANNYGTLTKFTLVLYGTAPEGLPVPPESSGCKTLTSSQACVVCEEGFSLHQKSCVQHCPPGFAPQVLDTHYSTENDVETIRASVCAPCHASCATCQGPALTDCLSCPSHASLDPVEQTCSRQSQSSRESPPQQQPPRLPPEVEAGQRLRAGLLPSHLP
BaF3 tox – reduces parental Ba/F3 cell viability, JAK2V617F counter-screen; CellTiter-Glo ATP luminescence; inhibition, % at 5.6 µM; 220,000 compounds, 1.1% hits; AID 1486;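 active means inhibition above a per-campaign cutoff, the mean inhibition of all tested compounds plus 3 SD, cut at about 27% in these data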;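 further: 0% = DMSO wells and 100% = JAK Inhibitor I control wells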
EP2 antag – EP2 receptor (human) inhibition; C6 glioma cells expressing human EP2, cAMP TR-FRET; cells stimulated with saturating PGE2; inhibition, % at 25 µM; 260,000 compounds, 0.52% hits; AID 1422;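 active means percent inhibition above 40 after rounding to a whole number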;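 further: rat C6 glioma host cells with rolipram phosphodiesterase inhibitor present; the protocol text gives 20 µM as final concentration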
TbHK1 inh – blocks Trypanosoma brucei hexokinase 1 activity; recombinant TbHK1, G6PDH-coupled NADH A340; inhibition, % at 10 µM; 220,000 compounds, 0.11% hits;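 active means inhibition of 50% or more in the single-dose primary screen; inactive means inhibition below 50%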
Ba/F3 V617F tox – reduce viability of Ba/F3 cells dependent on JAK2V617F. Ba/F3 EpoR-JAK2V617F viability, ATP luminescence. inhibition, % at 5.6 µM. 220,000 compounds, 1.1% hits. AID 1446;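 active means inhibition above the campaign mean plus 3 SD over all tested compounds, cut at about 24% in these data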;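 further: cytokine-independent growth of Ba/F3 cells driven by EpoR plus mutant JAK2; 0% = DMSO-treated cells and 100% = JAK inhibitor I control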
NCF1 inh – blocks human p47phox regulatory protein of NADPH oxidases. P14598. p47phox/p22phox peptide binding, fluorescence polarization, 2 h. inhibition, % at 24.7 µM. 220,000 compounds, 0.53% hits. AID 1274;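 active means inhibition above about 30%, limit read from the data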;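 further: 0% = p47phox with labelled peptide and 100% = labelled peptide alone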
Target sequence (P14598 whole entry, looked up): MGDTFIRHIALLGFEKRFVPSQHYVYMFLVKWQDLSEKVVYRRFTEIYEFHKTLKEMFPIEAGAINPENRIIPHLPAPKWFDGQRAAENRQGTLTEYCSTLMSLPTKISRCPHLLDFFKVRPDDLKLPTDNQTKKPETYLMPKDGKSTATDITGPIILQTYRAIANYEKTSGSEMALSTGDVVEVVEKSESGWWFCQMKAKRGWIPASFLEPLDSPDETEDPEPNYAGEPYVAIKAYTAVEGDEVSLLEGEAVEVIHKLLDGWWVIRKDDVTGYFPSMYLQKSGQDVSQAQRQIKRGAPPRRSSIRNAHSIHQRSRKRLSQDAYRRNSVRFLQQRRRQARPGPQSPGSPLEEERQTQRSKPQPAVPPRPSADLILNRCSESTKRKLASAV
RBBP9 inh – blocks human serine hydrolase RBBP9; recombinant RBBP9, FP-Rh probe fluorescence polarization; inhibition, % at 7.94 µM; 220,000 compounds, 0.2% hits; AID 1515;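 active means inhibition above the campaign mean of all tested compounds plus 3 SD, cut at about 14% in these data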;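 further: plate controls were DMSO wells with RBBP9 for no effect and wells lacking RBBP9 protein for full effect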
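Measured by: FP readout at 525/598 nm; material: recombinant human RBBP9; also added: Serine-hydrolase probe FP-Rh, 375 nM pre-mixing; medium: Tris buffer pH 8.0, NaCl, Pluronic; replication: one well per compound; doses: one concentration, 7.94 µM nominal, 0.794% DMSO; timing: preincubation 30 min plus labeling 45 min at 25 °C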
p97 ATPase inh – human p97 ATPase inhibition | AID 1481 | recombinant p97 ATPase, Kinase-Glo ATP luminescence, 3 h | 220,000 compounds, 0.42% hits | P55072 | inhibition, % at 8 µM; in the data active means inhibition above about 15%;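 further: 0% = DMSO vehicle and 100% = wells lacking enzyme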
An asterisk follows results filed as active; . = not tested or not shown; & = joins results of further samples; [ ] = dose if it differs, or a comment. Some of the compounds tested, so the mix of outcomes need not match the whole.

The first 3 compounds, ahead of the listing:
SMILES	PPC-1+TRAIL kill	Furin inhibitor	BaF3 tox	EP2 antag	TbHK1 inh	Ba/F3 V617F tox	NCF1 inh	RBBP9 inh	p97 ATPase inh
O=C(NCCc1ccccc1)c1ccncc1	16.3	-14.7	2.0	15.2	-1.6	-0.8	-7.5	0.2	6.0
CCOc1ccc(-c2ccc(/C=C3/C(=N)N4C=CSC4=NC3=O)o2)c([N+](=O)[O-])c1	39.8	0.3	10.1	16.6	-6.8	3.0	-0.2	-2.1	-4.2
CCc1ccc(N2CC(C(=O)NC3=NCCS3)CC2=O)cc1 (stereo unspecified)	0.1	-33.6	4.5	8.5	1.1	-2.2	-4.2	-0.6	4.2

Main list, repeating the preview:
SMILES	PPC-1+TRAIL kill	Furin inhibitor	BaF3 tox	EP2 antag	TbHK1 inh	Ba/F3 V617F tox	NCF1 inh	RBBP9 inh	p97 ATPase inh
O=C(NCCc1ccccc1)c1ccncc1	16.3	-14.7	2.0	15.2	-1.6	-0.8	-7.5	0.2	6.0
CCOc1ccc(-c2ccc(/C=C3/C(=N)N4C=CSC4=NC3=O)o2)c([N+](=O)[O-])c1	39.8	0.3	10.1	16.6	-6.8	3.0	-0.2	-2.1	-4.2
CCc1ccc(N2CC(C(=O)NC3=NCCS3)CC2=O)cc1 (stereo unspecified)	0.1	-33.6	4.5	8.5	1.1	-2.2	-4.2	-0.6	4.2
COc1cccc(-c2nnc(-c3ccc(C(F)(F)F)cc3)o2)c1OC	20.8	-11.1[20 µM]	1.5	10.1	2.7	-4.5	-8.0	-5.7	0.5
O=C(Cc1ccc(Cl)c(Cl)c1)Nc1cccc2ncccc12	21.7	-24.1	5.6	3.9	2.3	1.7	-20.8	-9.9	-3.9
COC(=O)C1(CCSC)NC(c2ccco2)C2C(=O)N(C)C(=O)C21 (stereo unspecified)	7.2	-16.1	-2.5	5.2	-2.6	-1.9	-5.2	-10.3	2.5
CCc1nc(NCCN2CCOCC2)c2oc3ccccc3c2n1	12.8	6.2	3.2	5.9	2.8	4.1	-8.8	-2.8	-5.4
CC(Sc1nnc(Cn2c(=O)sc3ccccc32)n1C)c1ccccc1 (stereo unspecified)	19.5	-23.8	12.2	9.5	2.0	-0.8	-6.3	-3.9	1.9
OCCNc1ncnc2c1c(-c1ccccc1)c(-c1ccccc1)n2Cc1ccco1	10.1	-11.5[20 µM]	8.0	11.9	-16.8	-0.8	-7.2	4.6	-2.0
COc1ccc(N2C(=O)C(CN3CCN(C)CC3)C2c2ccccc2)cc1 (stereo unspecified)	8.2	-17.9	12.0	9.0	6.4	1.8	-6.3	-7.6	0.9
O=C(N/N=C/c1cc(Br)ccc1O)C(c1ccncc1)N1CCOCC1 (stereo unspecified)	18.6	-19.6	5.0	4.2	-2.9	-0.8	-8.3	-9.0	3.4
O=C(NCCc1ccccn1)c1ccc(S(=O)(=O)N2CCCCCC2)cc1	-8.7	-22.1	6.8	6.4	-1.7	-1.3	8.7	6.8	1.0
CCN(C(=O)Cc1c(C(=O)O)[nH]c2ccccc12)c1cc(OC)ccc1OC	17.8	-19.3[20 µM]	4.2	6.0	0.1	-1.5	6.5	-7.8	-2.1
CCOc1ccc(-c2nnn(CC(=O)NCc3ccccc3)n2)cc1	20.9	-22.3	2.8	2.5	0.0	1.2	10.3	-1.6	-1.6
O=C(COC(=O)c1ccc2ccccc2c1O)NCC(F)(F)F	0.2	-18.9	3.0	15.0	-1.4	-2.4	-2.2	-6.5	-1.6
CC(C)(C)CN1CCNC(=O)C1CC(=O)N1CCC(C(=O)N2CCOCC2)CC1 (stereo unspecified)	29.1	-2.3	0.0	1.4	5.7	0.4	0.7	-3.1	-4.1
O=C(CN1C(=O)/C(=C\c2ccccc2Cl)Oc2ccccc21)NCc1cccnc1	-10.6	-54.5	1.2	7.9	-28.2	3.3	22.2	-6.2	0.5
CSC1=NC2(CCCCC2)CC12C=CC(=O)C=C2	5.1	-22.6	-0.7	8.3	-4.8	-1.7	-10.0	-9.7	3.0
CC(c1ccccc1F)n1cc(C(=O)NCCCc2nc3ccccc3[nH]2)nn1 (stereo unspecified)	7.7	-16.5	4.1	6.8&1.9	1.9	-5.1	-3.6	4.9	4.6
Fc1ccc(C(c2nnnn2Cc2ccccc2)N2CCSCC2)cc1 (stereo unspecified)	2.8	-28.5	5.1	0.1	5.1	-0.2	-3.6	-5.8	-2.3
O=C(Nc1ccc(F)cc1)C(c1ccccc1)N1CCN(S(=O)(=O)c2ccccc2)CC1 (stereo unspecified)	13.5	-27.2	3.0	1.6	0.1	7.1	-41.6	-7.8	2.6
O=C(O)CSCc1ccc(C(=O)O)o1	2.9	-11.6[20 µM]	5.9	4.4	-2.9	1.4	2.2	-5.5	-2.3
COc1cc(SC)ccc1C(=O)Nc1ccon1	20.8	-11.8[20 µM]	3.2	13.4	-2.4	-1.5	-2.0	-9.6	0.4
Nc1nnc(N2CCCCCC2)s1	.	-17.4	-1.0	3.0	3.8	-3.0	-30.3	-4.4	-0.3
Cc1cccc(OCc2nnc(SCC(=O)N3c4ccccc4CC3C)n2C)c1C (stereo unspecified)	9.5	-13.6[20 µM]	3.5	21.6	-1.3	0.0	-18.4	-13.6	-6.8
Cc1nc(Nc2nc(CSc3nc4ccccc4[nH]3)cc(=O)[nH]2)nc2ccccc12	31.3	-3.2	1.9	1.3	-10.8	-1.1	-13.3	-15.5	8.1
CC1(C)CC(=O)NC=C(c2ccccc2)C1	3.6	-23.1	3.7	8.0	-12.6	-1.8	-18.6	-8.2	4.8
COc1ccccc1N1CCN(C(=O)c2cc(-c3cccs3)on2)CC1	-11.0	0.1	10.8	5.2	-4.4	1.8	-34.7	6.7	-1.4
C=C(C)C1CC=C(C)/C(=N/NC(=O)COc2ccc(Cl)cc2)C1 (stereo unspecified)	-7.2	-41.7	5.4	7.3	-16.0	-1.0	-0.1	0.7	5.7
Cc1nn(C)c(Cl)c1C(=O)NCC(=O)NCc1ccccc1	7.7	-18.4	5.7	3.9	-2.0	2.5	-3.8	1.9	6.4
CCOc1ccc(N)cc1OC	15.9	-18.9	5.8	0.8	3.4	0.6	-8.8	-3.5	0.8
O=C1c2ccccc2C(=O)N1Cc1cccnc1	.	-9.5	8.1	-3.2	2.6	3.1	11.1	-5.4	-3.0
C=C(C)Cn1c(C2CC(=O)N(c3ccccc3F)C2)nc2ccccc21 (stereo unspecified)	4.2	-7.0	6.6	15.5	0.7	2.8	10.6	-10.1	0.2
COc1cc(Cl)c(C)cc1NC(=O)CCCn1c(=O)oc2ccccc21	-5.7	-8.2	4.6	3.6	31.5	0.6	-7.1	-2.9	-8.4
COc1ccc(CCNC(=O)Cn2c(=O)n(CC3CCCO3)c(=O)c3cc(OC)c(OC)cc32)cc1OC (stereo unspecified)	7.8	-20.4	4.7	4.7	-3.8	0.8	-7.0	-7.3	8.2
CCc1nnc(NC(=O)CCC(=O)N2CCN(C3c4ccccc4-c4ccccc43)CC2)s1	14.7	-13.3	6.8	8.8	24.9	-1.3	1.1	-3.9	3.4
CCOc1ccccc1NC(=O)CCN1CCN(S(=O)(=O)c2ccc(OC)cc2)CC1	15.9	-6.8	4.7	.	3.6	0.1	-12.8	-6.6	3.4
Cc1ccc(/C=N/NC(=O)c2cccc(S(=O)(=O)N3CCOCC3)c2)o1	3.0	-3.3	12.5	0.8	-27.6	4.7	3.3	-8.2	0.6
Cc1ccc(CN2C(=O)N/C(=C/c3cc(C)n(-c4ccccn4)c3C)C2=O)cc1	6.6	-22.2	4.2	6.6	-1.0	-2.4	-8.8	-5.2	0.1
O=C(NCc1cccnc1)c1cccnc1-c1nc2ccccc2s1	9.4	-5.5[20 µM]	6.8	8.9	-11.4	3.1	-34.4	1.2	-1.7
CC1(C)C2CC=C(/C=N/NC(=O)c3ccccc3Br)C1C2 (stereo unspecified)	19.3	-19.9	5.6	6.2	-5.6	0.7	2.9	1.8	6.3
CCC(NC(=O)NCCCn1ccnc1)(C(F)(F)F)C(F)(F)F	15.0	11.0	3.3	11.5	1.7	-1.2	-3.5	4.8	2.8
COCCn1c(SC(C(=O)Nc2cc(C)ccc2OC)c2ccccc2)nnc1-c1ccc(Cl)cc1 (stereo unspecified)	-11.1	-13.2	3.8	7.6	-5.3	-0.8	-2.6	-5.0	3.0
CC(C)CN1CCN(Cc2cnc(-c3ccc(Cl)cc3)nc2)CC1CCO (stereo unspecified)	.	-29.6	4.4	12.3	-3.7	-1.1	3.6	-6.8	-1.1
CN(C)c1nc(N/N=C/c2ccccc2O)nc(Nc2ccc(F)cc2)n1	19.9	-19.1	5.2	7.9	-3.3	-1.9	-6.2	-7.7	-4.2
O=C(CN1CCN(c2ncccn2)CC1)N1CCCC1	3.9	-26.1	1.0	11.6&8.4	1.1	-2.2	0.5	-13.3	6.7
O=C(COc1ccccc1O)Nc1ccccc1Cl	37.3	-11.7	-0.3	11.4	5.2	-0.4	-13.7	6.1	2.6
O=C(O)c1ccc2c(c1)[C@@H]1C=CC[C@@H]1[C@H](c1ccccn1)N2	.	-10.9	-2.5	7.3	-18.5	-4.2	.	4.8	7.6
CCOC(=O)/C=C/COc1ccccc1[N+](=O)[O-]	-3.5	-23.6	8.5	1.8	-2.7	1.4	-8.0	2.3	2.6
c1ccc(Cc2nnc(-c3ccccc3)o2)cc1	18.0	-8.1[20 µM]	2.9	6.8	-4.5	-3.0	-0.6	1.5	-2.6
CC(=O)/C(=N\Nc1ccc(Cl)cc1)Sc1nnc(-c2ccccc2)n1-c1ccccc1	9.3	-13.6	2.2	10.1	-3.0	-3.1	-4.4	-8.5	1.4
Cc1ccc(C(c2sc3nc(C)nn3c2O)N2CCN(c3ccccc3F)CC2)cc1 (stereo unspecified)	2.2	-13.4	4.8	6.9	-2.4	1.1	-4.8	10.7	-4.4
Cc1ccc(/C([O-])=C(/C(=S)NCc2ccccc2)[n+]2cccc(CO)c2)cc1[N+](=O)[O-]	33.2	-9.8	5.5	11.1	-7.4	-1.1	-2.3	-0.8	2.3
Fc1ccc(-c2nc(-c3cccs3)[nH]c2-c2ccc(F)cc2)cc1	19.1	-8.9	3.5	14.0	36.2	-2.9	-16.8	-8.7	5.2
Cc1nn(C)cc1CNC(=O)Nc1ccc(Cl)c(Cl)c1	-3.7	-19.2[20 µM]	2.1	16.9	-6.7	-0.2	-21.2	-2.0	-4.6
Cc1nc2cc(C(=O)O)ccc2n1-c1ccccc1	-5.4	-2.4	0.7	10.7	-3.9	-4.0	4.2	-4.7	5.4
Nc1c(S(=O)(=O)c2cccc(Cl)c2)c2nc3ccccc3nc2n1/N=C/c1ccc(O)c(O)c1	0.1	2.5	5.9	33.9	-13.6	0.7	-85.9	-5.3	8.3
N=c1c(C(=O)NC2CCCC2)cc2c(=O)n3ccccc3nc2n1CCN1CCOCC1	0.2	-51.9[20 µM]	10.2	13.7	-7.0	3.9	4.7	-7.6	-4.2
Cc1ccc(C(=O)O)cc1NC(=S)NC(=O)C(c1ccccc1)c1ccccc1	17.4	-14.6[20 µM]	3.8	20.5	1.0	3.4	-15.0	-6.2	-1.8
CC1CCCN(C(=O)Cn2nnc(-c3cccnc3)n2)C1 (stereo unspecified)	0.2	-19.7	4.2	4.2	1.1	-0.4	-12.0	-2.9	3.2
COC(=O)c1ccccc1-c1ccc(/C=N/NC(N)=O)o1	21.9	-0.4	0.6	9.9	-62.4	-1.0	2.1	-5.0	1.1
